# PTHR1 agonist – qHTS for PTHR1 Agonists: Primary Screen; HEK293 GP2 PTHR1 cells, GloSensor cAMP luminescence, 1 h; Potency, µM (top dose mostly 115 µM), for the others: at the highest dose activation, usual class: activators; 0.075% of 410,000 active; also: nearly all actives have a fitted effect of over 55% in size; some results filed as inactive show a strong effect at the top dose; inactives centre near -15; many of its hits are not listed in these tables
# Target sequence (Q03431 whole entry, looked up): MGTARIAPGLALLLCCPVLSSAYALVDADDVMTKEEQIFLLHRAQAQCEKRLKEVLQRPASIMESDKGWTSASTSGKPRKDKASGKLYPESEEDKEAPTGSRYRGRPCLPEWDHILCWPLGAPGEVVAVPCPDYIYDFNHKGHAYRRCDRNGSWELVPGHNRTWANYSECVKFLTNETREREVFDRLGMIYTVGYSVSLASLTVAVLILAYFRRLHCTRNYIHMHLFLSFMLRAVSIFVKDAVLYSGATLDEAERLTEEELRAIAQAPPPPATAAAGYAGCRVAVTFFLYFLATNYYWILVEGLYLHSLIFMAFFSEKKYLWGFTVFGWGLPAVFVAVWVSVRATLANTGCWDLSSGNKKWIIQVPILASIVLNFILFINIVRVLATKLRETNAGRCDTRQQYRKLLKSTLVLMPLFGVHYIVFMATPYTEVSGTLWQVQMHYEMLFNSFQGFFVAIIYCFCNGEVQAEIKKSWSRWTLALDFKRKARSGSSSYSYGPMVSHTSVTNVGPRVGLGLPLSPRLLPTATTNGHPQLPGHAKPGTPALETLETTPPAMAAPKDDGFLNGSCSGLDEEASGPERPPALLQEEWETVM
#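 HEK-293-derived GP2 cells expressing PTHR1 and a GloSensor cAMP reporter, 3,000/well, plated overnight, given luciferin plus IBMX (each 0.5 mM as added) for 1 h at 37 °C, then compound for 1 h at 37 °C. Luminescence was read after 15 min at room temperature.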
# EPAC2 antag – qHTS for Antagonist of cAMP-regulated guanine nucleotide exchange factor 2 (EPAC2): primary screen | Potency, µM (highest dose often 114 µM), for inactives: top-dose activity, negative = inhibition, most hits filed as inhibitors | EPAC2 GEF exchange of Rap1B-BODIPY-GDP, fluorescence | 0.18% of 360,000 active | Rap guanine nucleotide exchange factor 4 (Homo sapiens), Q8WZA2; also: % is scaled to controls: 0 for no effect and ±100 for the full control effect; nearly all actives have a fitted effect of over 45% in size; many of its hits are not listed in these tables
# FUS suppressor – qHTS for Suppressors of FUS Proteinopathy: Primary screen using FUS-linked yeast assay. Potency, µM (doses to about 76.6 µM), for inactives: at the top dose growth rescue (activation), most hits filed as activators. AID 1347120, 2019. 0.24% of 390,000 active. S. cerevisiae FUS-expressing, growth rescue, OD600, 24 h;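 also: plate controls were DMSO vehicle for no effect and reference control for full effect; nearly all actives have a fitted effect of over 55% in size; some results filed as inactive show a strong effect at the top dose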
#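 S. cerevisiae expressing FUS from galactose induction served as the toxicity model. Growth after 24hr at 30C, read as absorbance at 600 nm, indicates suppression of toxicity; compounds dosed at several concentrations.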
# EPAC2 agonist – qHTS for Agonist of cAMP-regulated guanine nucleotide exchange factor 4 (EPAC2): primary screen; Rap guanine nucleotide exchange factor 4 (Homo sapiens), Q8WZA2; EPAC2 activation, biochemical qHTS; response scale: 100% = 6.5 mM cAMP response; Potency, µM (top dose mostly 154 µM), for the others: at the top dose activation, actives largely listed as activators; 0.079% of 360,000 active; AID 720711, 2013; also: nearly all actives have a fitted effect of over 50% in size
#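 In this primary screen, activation is scored as increased exchange of BODIPY-GDP from Rap1B by 100 nM EPAC2, with 50 uM GDP as competitor. Signal is normalized to the 6.5 mM cAMP agonist control.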
# EPAC1 antag – qHTS for Antagonist of cAMP-regulated guanine nucleotide exchange factor 3 (EPAC1): primary screen; 0.14% of 360,000 active; Rap guanine nucleotide exchange factor 3 (Homo sapiens), O95398; EPAC1 GEF assay, Rap1b-BODIPY-GDP exchange fluorescence; Potency, µM (series often up to 115 µM), without a hit: top-dose activity change, negative = inhibition, actives largely listed as inhibitors;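 also: plate controls were vehicle for no effect and positive control for full effect; nearly all actives have a fitted effect of over 50% in size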
# EPAC1 agonist – qHTS for Agonist of cAMP-regulated guanine nucleotide exchange factor 3 (EPAC1): primary screen. AID 720707, 2013. EPAC1 agonist qHTS, biochemical assay; response scale: 100% = response to 6.5 mM cAMP. 0.073% of 360,000 active. Rap guanine nucleotide exchange factor 3 (Homo sapiens), O95398. Potency, µM (highest dose often 154 µM), without a hit: top-dose activation, actives largely listed as activators; also: nearly all actives have a fitted effect of over 60% in size
#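 EPAC1 100 nM, Rap1B–BODIPY-GDP 250 nM, unlabeled GDP 50 uM; compound titration; 5 min RT; kinetic read ex480/em540 at 5-min intervals ×30 min; data normalized to 6.5 mM cAMP agonist control.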
# TDP43 rescue – qHTS of TDP-43 Inhibitors | 1.8% of 410,000 active | Potency, µM (top dose mostly 46.1 µM), inactives show at the highest dose growth rescue (activation), usual class: activators | AID 652104, 2013 | TDP-43 expressing yeast growth rescue, BacTiter-Glo, 24 h; also: % of control where 0% means no effect; nearly all actives have a fitted effect of over 50% in size
#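 Luminescence from BacTiter-Glo reports growth of TDP-43-expressing yeast after 24 hr at 30 deg C with compound. Cells were raffinose-pregrown to mid-log, then seeded in galactose medium at OD600=0.02.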
# aSyn yeast inh – qHTS of alpha-syn Inhibitors; Yeast expressing alpha-synuclein, growth rescue, BacTiter-Glo, 24 h; Potency, µM (series often up to 46.1 µM), for the others: at the top dose growth rescue (activation), actives largely listed as activators; 0.14% of 370,000 active; also: % of control where 0% means no effect; nearly all actives have a fitted effect of over 65% in size
#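 Rescue of yeast growth: cells expressing toxic alpha-synuclein, induced in galactose at OD600 0.02, incubated with compound 24 h at 30 C. ATP luminescence quantified growth; inhibitors of toxicity appear as activators.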
# * marks the source's active call; other numbers are inactive results; i = inactive; ? = inconclusive; . = no result given; [ ] = dose if it differs, or a comment. Calls follow the shape of the dose curve; as a rule, active = well fitted curve in the direction sought with a large enough effect; inconclusive = small, poorly fitted or top-dose-only effect, or another doubt; inactive = no such curve, though single readings can be large; an effect the other way counts as inactive or inconclusive. Potency is read from the fitted curve at half-maximal effect.
SMILES,PTHR1 agonist,EPAC2 antag,FUS suppressor,EPAC2 agonist,EPAC1 antag,EPAC1 agonist,TDP43 rescue,aSyn yeast inh
O=C(Nc1cc([N+](=O)[O-])ccc1Cl)c1ccc2c(c1)OCO2,-3.4%,10.8%,-16.3%,0.7%,5.4%,0.7%,-10.8%,2.2%
O=C(c1ccccc1)C1CCN(C(=O)Nc2ccccc2)CC1,i,-16.5%,5.7%,12.0%,?,1.2%,-8.3%,-3.4%
O=C1ON=C(c2ccccc2)/C1=C/c1ccc(O)cc1,-95.9%[inhibitor],1.6%,-5.4%,-3.7%,7.1%,-5.9%,?,?
C=C1CCN([C@@H](Cc2ccccc2)C(=O)NCCCc2ccccc2)S(=O)(=O)c2ccccc21,-13.9%,-1.7%,?,11.2%,-23.4%,-8.6%,30.7%,-1.6%
CNCC(O)COc1ccccc1 (centres undefined),i,13.2%,13.5%,6.8%,13.0%,-0.7%,16.6%,-5.7%
O=C(O)/C=C/C(=O)N1N=C(c2ccco2)CC1c1ccco1 (centres undefined),-24.9%,10.0%,43.0%,13.3%,0.1%,4.9%,17.6%,4.2%
Cc1noc(C)c1CSc1nnc2sc3ccccc3n12,-7.4%[57.5 µM],0.2%,-5.8%,-0.2%,10.3%,-1.9%,3.6%,0.1%
COc1ccc(CNC(=O)CN(CC2CCCO2)C(=O)CNS(=O)(=O)c2ccc(C)cc2)cc1 (centres undefined),i,-5.3%,3.4%,-9.2%,6.5%,-6.5%,16.7%,-22.7%
CCc1ccc(CN2CCN(c3ncccn3)CC2)cc1,-38.6%[inhibitor],-5.4%,-8.7%,2.7%,-22.3%,10.8%,16.6%,2.1%
CC(=O)C1C(c2ccc(F)cc2)c2c(noc2C)CC1(C)O (centres undefined),-24.2%,-4.5%,-3.1%,6.5%,14.6%,4.7%,6.6%,0.5%
CN(C)/C=C(\C(=O)c1ccccc1)c1nnnn1-c1ccccc1,i,3.7%,1.8%,11.9%,0.5%,6.0%,-0.1%,-0.6%
CCOc1ccc(OCC(=O)N2CCC3(CC2)CC(=O)c2ccccc2O3)cc1,-40.2%[inhibitor],15.0%,5.2%,7.8%,15.2%,-0.9%,?,19.9%
Cc1ccc(NC(=S)N(CCCN2CCCC2)Cc2cccn2Cc2ccc(Cl)cc2)cc1Cl,57.7%,5.4%,51.0%,-7.3%,-8.2%,-18.1%,-25.0%,-3.1%
CC(C)NC(=O)N(C)C[C@@H]1Oc2cc(Br)ccc2S(=O)(=O)N([C@@H](C)CO)C[C@H]1C,3.3%,2.2%,-21.1%,5.3%,0.6%,5.7%,25.6%,-1.5%
CCN1C(=O)N(S(=O)(=O)c2ccc(C)cc2)[C@@H](c2ccccc2)C(C(=O)OC)=C1C,-49.0%[inhibitor],-17.6%,5.1%,13.5%,5.2%,0.4%,13.7%,-10.2%
CC(=O)c1c(N2CCCCC2)nc(=O)n(-c2ccccc2)c1C,-17.2%,2.3%,2.9%,-9.6%,10.6%,-2.3%,4.3%,-1.9%
CCOc1ccc(CCNC(=O)COC(=O)CCS(=O)(=O)c2ccc(C)cc2)cc1OCC,-23.9%,-12.6%,13.9%,8.1%,4.2%,-5.5%,-17.0%,6.8%
Cc1ccc(C)c(NC(=O)C(OC(=O)c2ccc(CO)cc2)c2ccccc2)c1 (centres undefined),-23.8%,18.4%,4.8%,-13.0%,-9.5%,-20.2%,-3.1%,-2.9%
CN(C)CCNc1ncnc2c1ncn2[C@H]1CN(Cc2ccncc2)C[C@@H](CO)O1,-19.3%,19.4%,-20.7%,10.3%,-16.5%,4.9%,14.0%,-1.4%
Cn1c(N2CCN(c3ccccn3)CC2)nc2c1c(=O)n(Cc1ccccc1Cl)c(=O)n2C,-4.8%[57.5 µM],19.2%,14.7%,6.2%,23.9%,-5.8%,-6.1%,9.4%
CCOC(=O)c1cnc2c(OC)cccc2c1N1CCN(c2ccccn2)CC1,-28.5%,-1.9%,11.1%,13.3%,4.9%,-0.9%,-1.5%,-2.0%
CN(C(=O)Cn1cc(C(F)(F)F)cc(Cl)c1=O)C1CCS(=O)(=O)C1 (centres undefined),-14.2%,9.8%,5.1%,22.7%,-9.6%,-5.1%,16.7%,-1.8%
Cc1cc(C)n(-c2ccc([N+](=O)[O-])cc2)n1,-7.4%,-0.4%,-16.0%,3.5%,-1.0%,-1.4%,20.6%,8.3%
O=c1ncn(-c2cccc(Cl)c2)c2ccccc12,15.4%,2.1%,20.8%,2.9%,-22.0%,-3.0%,6.3%,0.8%
CNC(=S)N(Cc1ccccc1)Cc1cccnc1,i,-4.3%,8.9%,7.1%,-7.7%,12.0%,-13.1%,-0.2%
# (further entries)
SMILES,PTHR1 agonist,EPAC2 antag,FUS suppressor,EPAC2 agonist,EPAC1 antag,EPAC1 agonist,TDP43 rescue,aSyn yeast inh
Cc1ccc(-c2nc3ccccc3o2)cc1NC(=O)c1ccc2c(c1)OCO2,-7.0%[57.5 µM],5.8%,7.4%,4.1%,-6.5%,6.4%,-22.3%,-6.5%
Cc1cc(Br)cn2c(Cc3ccccc3C(F)(F)F)c(C3CCCCC3)nc12,3.4%,0.8%,-10.4%,7.9%,3.5%,12.0%,-0.5%,2.1%
C#CCN1C(=O)C2C(C(=O)NC)C3C=CC2(O3)C1C(=O)NCc1ccc(OC)cc1 (centres undefined),i,17.8%,15.8%,-3.9%,22.1%,4.2%,-21.0%,-6.3%
C/C(=N\Nc1ncc(Cl)cc1Cl)c1ccc(S(=O)(=O)NCc2ccco2)cc1,-35.3%[inhibitor],-2.0%,.,16.0%,-13.3%,-2.6%,18.7%,3.3%
O=C(Nc1ccc2[nH]ncc2c1)c1ccccc1Cl,0.9%,9.9%,0.4%,0.6%,12.8%,-10.1%,-7.9%,-0.8%
FC(F)C(F)(F)Oc1cccc(Nc2nccn3c(-c4ccc5ccccc5c4)cnc23)c1,-73.2%[inhibitor],5.7%,1.8%,6.1%,-11.5%,-19.8%,13.8%,3.4%
CC(CNC(=O)c1ccccc1Cl)NC(=O)c1ccccc1Cl (centres undefined),-59.1%[inhibitor],-0.1%,-0.6%,3.6%,-27.8%,3.3%,-7.4%,-5.1%
COC(c1ccccc1)c1nnc(CCC(=O)NCCc2ccc(Cl)cc2)o1 (centres undefined),-89.2%[inhibitor],-12.8%,37.3%,2.0%,-3.4%,9.8%,23.8%,6.4%
CC1CN(CCOc2ccc(Cl)cc2Cl)CC(C)O1 (centres undefined),-22.6%,6.0%,.,-7.2%,-3.6%,-8.1%,24.9%,-1.4%
CCOc1ccc(NC(=O)N(CCN(C)C)C(C)c2ccncc2)cc1 (centres undefined),i,0.4%,-23.7%,6.5%,-2.6%,-1.0%,5.9%,-4.0%
CC(=O)N1CCN(c2ccccc2NC(=O)c2cc(Br)ccc2Cl)CC1,i,-8.0%,?,-1.6%,-4.9%,-1.3%,10.9%,1.9%
CNS(=O)(=O)c1cccc(C(=O)OCC(=O)N(CCC#N)c2ccccc2)c1,i,2.0%,15.9%,-3.2%,-27.7%,-1.8%,-8.0%,-0.2%
CCOC(=O)Cc1csc(NC(=O)COc2ccc3c(C)cc(=O)oc3c2)n1,i,-4.0%,21.5%,-4.9%,-2.1%,6.1%,0.0%,6.5%
Cc1ccc(CS(=O)Cc2ccc(C(=O)NC3CCCC(C)C3C)o2)cc1 (centres undefined),-23.5%,4.8%,26.5%,6.0%,-7.7%,-0.8%,19.6%,8.4%
CC(=O)C(Sc1nc(NC(C)(C)C)nc(N(C)C)n1)C(C)=O,-9.0%[57.5 µM],-3.4%,-0.8%,-10.3%,0.0%,0.0%,?,3.6%
CNC(=O)c1nnc(Cc2ccc(Cl)cc2)o1,-28.3%,-4.3%,-26.6%,7.1%,-2.5%,-2.2%,25.3%,-2.3%
C/C(CC(=O)NCCc1ccccc1)=N\NC(=O)COc1ccc(Br)cc1,i,-6.9%,19.7%,-0.4%,14.8%,3.2%,-22.5%,1.5%
COc1ccc(NC(=O)/C(C#N)=C\C=C\c2ccco2)cc1,i,-0.2%,.,-15.1%,-15.6%,-10.5%,15.5%,2.4%
Cc1sc2ncnc(SCC(=O)NC(C)C(C)C)c2c1C (centres undefined),-21.3%,-5.9%,-38.7%,-7.4%,-9.8%,-1.8%,17.2%,6.0%
CCCNC(=O)CC(NS(=O)(=O)c1ccc(OC)cc1)c1ccco1 (centres undefined),i,-1.4%,-6.0%,2.4%,-6.2%,-8.6%,13.0%,-9.4%
O=C(O)c1ccc(NS(=O)(=O)c2cc(Cl)ccc2Cl)cc1O,i,11.8%,13.6%,3.0%,9.4%,3.8%,7.8%,4.3%

# Some of the entries so far, as labelled records.
> CCOC(=O)Cc1csc(NC(=O)COc2ccc3c(C)cc(=O)oc3c2)n1
  PTHR1 agonist: i
  EPAC2 antag: -4.0%
  FUS suppressor: 21.5%
  EPAC2 agonist: -4.9%
  EPAC1 antag: -2.1%
  EPAC1 agonist: 6.1%
  TDP43 rescue: 0.0%
  aSyn yeast inh: 6.5%

> CNS(=O)(=O)c1cccc(C(=O)OCC(=O)N(CCC#N)c2ccccc2)c1
  PTHR1 agonist: i
  EPAC2 antag: 2.0%
  FUS suppressor: 15.9%
  EPAC2 agonist: -3.2%
  EPAC1 antag: -27.7%
  EPAC1 agonist: -1.8%
  TDP43 rescue: -8.0%
  aSyn yeast inh: -0.2%

> Cc1ccc(CS(=O)Cc2ccc(C(=O)NC3CCCC(C)C3C)o2)cc1 (centres undefined)
  PTHR1 agonist: -23.5%
  EPAC2 antag: 4.8%
  FUS suppressor: 26.5%
  EPAC2 agonist: 6.0%
  EPAC1 antag: -7.7%
  EPAC1 agonist: -0.8%
  TDP43 rescue: 19.6%
  aSyn yeast inh: 8.4%

> CCOc1ccc(NC(=O)N(CCN(C)C)C(C)c2ccncc2)cc1 (centres undefined)
  PTHR1 agonist: i
  EPAC2 antag: 0.4%
  FUS suppressor: -23.7%
  EPAC2 agonist: 6.5%
  EPAC1 antag: -2.6%
  EPAC1 agonist: -1.0%
  TDP43 rescue: 5.9%
  aSyn yeast inh: -4.0%

# Compound activity: PubChem BioAssay, National Center for Advancing Translational Sciences (NCATS)

# This is a subset; count on the stated rates, not on these rows.
